# Bioassay records: PubChem BioAssay, several laboratories
# VHR inh abs = DUSP3 (human) phosphatase inhibition | inhibition, % at 13.3 µM | P51452 | actives 0.52% (n = 290,000) | AID 1654 | recombinant VHR phosphatase, pNPP absorbance; in the data active = inhibition above about 50%; note: some compounds called inactive have numbers as strong as hits
# Target sequence (P51452 whole entry, looked up): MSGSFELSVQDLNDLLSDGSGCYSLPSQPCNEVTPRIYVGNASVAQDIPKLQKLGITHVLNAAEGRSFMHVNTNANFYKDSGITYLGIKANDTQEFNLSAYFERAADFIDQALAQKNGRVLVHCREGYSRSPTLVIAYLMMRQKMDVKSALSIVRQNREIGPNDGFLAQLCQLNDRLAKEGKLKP
# 3CLpro inhibitor = SARS-CoV 3CLpro protease inhibition. P0C6X7. recombinant SARS-CoV 3CLpro, quenched FRET peptide cleavage. actives 0.14% (n = 290,000). inhibition, % at 6 µM; in the data active = inhibition above about 12%
# Rv3671c protease = inhibitors of M. tuberculosis serine protease Rv3671c; inhibition, % at 5.96 µM; actives 0.048% (n = 320,000); in the data active = inhibition above about 38%;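 note: extracellular domain of Rv3671c used as enzyme; 0% = enzyme with DMSO and 100% = no enzyme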
# Target sequence (P9WHR9 whole entry, looked up, the tested form may be a part): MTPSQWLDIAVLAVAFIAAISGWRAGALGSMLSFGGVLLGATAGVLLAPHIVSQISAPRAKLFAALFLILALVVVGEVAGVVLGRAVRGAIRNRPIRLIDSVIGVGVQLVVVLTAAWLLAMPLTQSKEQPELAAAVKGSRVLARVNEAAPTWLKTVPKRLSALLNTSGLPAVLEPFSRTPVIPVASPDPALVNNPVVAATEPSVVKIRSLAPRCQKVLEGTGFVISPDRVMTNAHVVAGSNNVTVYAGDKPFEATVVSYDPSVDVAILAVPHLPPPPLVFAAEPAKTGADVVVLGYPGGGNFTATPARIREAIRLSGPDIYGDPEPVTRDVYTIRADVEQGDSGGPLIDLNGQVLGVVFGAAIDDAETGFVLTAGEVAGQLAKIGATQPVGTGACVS
# Starred values were filed as active, the others as inactive. A portion of the library (hit frequency here may not be typical).
mol | 3CLpro inhibitor | Rv3671c protease | VHR inh abs
CC(=O)Oc1c(C)cc(O)c2ccccc12 | -3 | -1 | 14
COc1cccc(CC(NC(C)=O)C(=O)NC2CCN(c3c4c(nc5ncnn35)CCC4)CC2)c1OC (configuration not stated) | 0 | -2 | 48
CCCOc1ccc2oc(=O)c3c(c2c1)CCCN3C(=O)CN1CCN(C(=O)c2ccco2)CC1 | -9 | 0 | 13
COc1ccc(CC(=O)NNC(=O)Cc2ccc(OC)cc2)cc1 | 2 | -4 | 26
CCN1CCN(CCOCCOc2ccccc2-c2ccccc2)CC1 | -1 | -1 | 36
OCCCc1nc2n(n1)C(c1cccs1)C=C(c1ccc(Br)cc1)N2 (configuration not stated) | 7 | -21 | 15
Cc1ccc(C2=NN(CC(=O)NCc3cccnc3)C(=O)CC2)cc1 | -1 | 3 | 4
CC1=CC(=Nc2c(C)n(C)n(-c3ccccc3)c2=O)C=CC1=O | -3 | 13 | 0

# 6 successive records already listed:
mol | 3CLpro inhibitor | Rv3671c protease | VHR inh abs
CC(=O)Oc1c(C)cc(O)c2ccccc12 | -3 | -1 | 14
COc1cccc(CC(NC(C)=O)C(=O)NC2CCN(c3c4c(nc5ncnn35)CCC4)CC2)c1OC (configuration not stated) | 0 | -2 | 48
CCCOc1ccc2oc(=O)c3c(c2c1)CCCN3C(=O)CN1CCN(C(=O)c2ccco2)CC1 | -9 | 0 | 13
COc1ccc(CC(=O)NNC(=O)Cc2ccc(OC)cc2)cc1 | 2 | -4 | 26
CCN1CCN(CCOCCOc2ccccc2-c2ccccc2)CC1 | -1 | -1 | 36
OCCCc1nc2n(n1)C(c1cccs1)C=C(c1ccc(Br)cc1)N2 (configuration not stated) | 7 | -21 | 15

# New compounds follow
mol | 3CLpro inhibitor | Rv3671c protease | VHR inh abs
CCOC(=O)c1cnc(SCC(=O)Nc2ccc(N3CCOCC3)cc2)nc1N | 2 | 6 | -2
CC1CCN(C(=O)C2CCN(CCCc3ccccc3)CC2)CC1 | 1 | 4 | 25
COc1cccc(-n2c([S-])c(C(=O)Nc3ccc(C(F)(F)F)cc3)[n+]3ccccc23)c1 | 3 | 6 | 5
c1ccc(C2CCC(N3CCC(N4CCCCC4)CC3)CC2)cc1 (configuration not stated) | -1 | 8 | 46
NC(=O)c1cc([N+](=O)[O-])ccc1NCCN1C(=O)c2ccccc2C1=O | -2 | 3 | 20
Cc1ccc(NC(NC(=O)OCCn2c([N+](=O)[O-])cnc2C)C(Cl)(Cl)Cl)cc1 (configuration not stated) | 5 | 5 | -7
CC(C)(C)C#CC(CCc1ccccc1)OS(N)(=O)=O (configuration not stated) | -1 | 9 | -14
CC(C)Nc1ccc(Cl)cc1[N+](=O)[O-] | -5 | 1 | 0

# Following part.
mol | 3CLpro inhibitor | Rv3671c protease | VHR inh abs
CCOCC(=O)Nc1cc(Cl)c(OC)cc1OC | -3 | 3 | 22
CCCCc1ccc(-c2nc(NC(=O)C3C4CCC(O4)C3C(=O)O)sc2C)cc1 (configuration not stated) | 5 | -3 | 25
O=C1[C@H](CC[C@H](O)c2ccc(F)cc2)[C@@H](c2ccc(O)cc2)N1c1ccc(F)cc1 | -1 | -6 | -11
O=c1oc2cc(OCc3ccc(F)cc3F)ccc2cc1-c1ccc2ccccc2n1 | -2 | -7 | 40
COc1ccc(OCc2nnc(SCC(=O)c3c(N)n(C)c(=O)n(C)c3=O)n2-c2ccccc2F)cc1 | -2 | 2 | 11
Cc1nc2ccccc2c(=O)n1/N=C/c1ccc([N+](=O)[O-])o1 | 2 | -2 | 6
CC(N)Cc1ccccc1Sc1ccc(O)cc1 (configuration not stated) | -2 | -4 | 13
Cc1ccc(N=c2c([N+](=O)[O-])nn(-c3ccc4c(c3)OCCO4)n2O)c(Cl)c1 | 3 | -1 | 23

# (continued)
mol | 3CLpro inhibitor | Rv3671c protease | VHR inh abs
COC(=O)c1ccccc1S(=O)(=O)N(Cc1cc2cc3c(cc2[nH]c1=O)OCO3)C1CCCCC1 | 2 | -7 | 0
Cc1cccc(N2CSC3=C(C#N)C(c4ccc(C)o4)CC(=O)N3C2)c1 (configuration not stated) | -4 | -1 | 38
O=c1[nH]c(=O)c2ncc(-c3ccc(Cl)cc3)nc2[nH]1 | 5 | 3 | 16
CCc1nc(SCC#N)c(C#N)cc1C | -5 | -3 | 3
COc1cccc(-c2nnc3sc(-c4ccc(C)cc4)nn23)c1 | -3 | -11 | 27
O=C(O)/C(=C/c1ccco1)c1ccccc1 | 0 | 11 | 12
Cc1nc(NC(=O)c2ccc(Cl)cc2)sc1-c1csc(Nc2cccc(F)c2)n1 | 5 | -16 | 17
CSc1nnc2n(Cc3ccccc3)c(=O)c3c4c(sc3n12)COC(C(C)C)C4 (configuration not stated) | -1 | 1 | 15

# Later entries.
mol | 3CLpro inhibitor | Rv3671c protease | VHR inh abs
CCOC(=O)c1c(C)[nH]c(C(=O)Nc2ccc3c(c2)OCO3)c1C | -2 | 4 | 8
C=CCn1cnc2c(c1=O)c1nc3ccccc3nc1n2-c1ccc(C)cc1 | -1 | -7 | 13
O=C(Cn1c(COc2ccccc2)nc2ccccc21)Nc1cc(Cl)c(Cl)cc1Cl | -3 | -7 | 8
Cn1c(SCC(=O)NCc2ccccc2)nc2c([nH]c3ccccc32)c1=O | 0 | -21 | 22
COc1ccc(NC(=S)N(C(C)C)C2CCN(C(C)C)CC2)cc1Cl | -3 | 4 | 53*
Oc1ccc(N=Nc2ccc3c(c2)OCO3)c2ccccc12 | -3 | 7 | 3
Cc1ccccc1Nc1nc(-c2sc(NC(=O)c3cccc(Cl)c3)nc2C)cs1 | 2 | -1 | 12
O=C1NC(=O)[C@@H]2C3c4ccccc4C=CN3[C@H](C(=O)c3cccs3)[C@H]12 (some centres not stated) | -4 | -2 | -36

# Further entries follow:
mol | 3CLpro inhibitor | Rv3671c protease | VHR inh abs
Cn1c2ccccc2n2c(=O)c(=O)n(CC(=O)N3CCCc4ccccc43)nc12 | -5 | -6 | 13
COc1ccc(CNc2cc(C)cc(C)c2)cc1OC | 7 | 1 | 30
CC(C)(Oc1ccc(-c2ccco2)cc1)C(=O)O | 3 | -9 | 29
Cc1cc(NNC(=O)Nc2cccc(Cl)c2)nc2c1c(C)nn2C | 2 | -5 | 14
Cc1ccc(NC(=S)/C(=C(\[O-])c2ccc(C)c([N+](=O)[O-])c2)[n+]2ccccc2)cc1C | -2 | -5 | -7
COC(=O)Nc1nc2ccc(C(=O)c3ccc(F)cc3)cc2[nH]1 | -1 | -3 | 26
CC(C)c1ccc(C2C3CSCC=C3C(C#N)=C(N)C2(C#N)C#N)cc1 (configuration not stated) | 4 | -12 | -8
O=C(O)Cc1cc(I)c(Oc2ccc(O)c(I)c2)c(I)c1 | 4 | -4 | -3

# (cont.)
mol | 3CLpro inhibitor | Rv3671c protease | VHR inh abs
O=C(c1ccc(N2CCN(C3CC(=O)N(c4ccc(F)cc4)C3=O)CC2)cc1)c1cccnc1 (configuration not stated) | -9 | 9 | 16
COc1cccc(C2=CC(c3ccc(N(C)C)cc3)n3ncnc3N2)c1 (configuration not stated) | 1 | -5 | 10
CCC(=O)Nc1nc2n(n1)C(c1ccc(OC)cc1)C=C(c1ccccc1)N2 (configuration not stated) | 2 | 11 | 11
C/C(CCC(=O)OC[C@H]1O[C@H](C#Cc2ccccc2)C=C[C@@H]1Oc1ccc(C)cc1)=N\OC[C@@H](O)[C@H]1O[C@@H]2OC(C)(C)O[C@@H]2[C@H]1O | -3 | 0 | -7
CCCCNS(=O)(=O)c1ccc2nc(-c3cccs3)cc(C(=O)NCC(OC)OC)c2c1 | -1 | -25 | 37
COCCCn1c2nc3ccccc3nc2c2c(=O)n(Cc3cccs3)cnc21 | 6 | 0 | 17
O=C(COC(=O)CC(c1ccccc1)c1ccccc1)Nc1ccc(F)c(F)c1 | 4 | -35 | 17
CC1CC(C)CN(CCCNC(=O)C2CCN(c3ncnc4c3sc3cccc(F)c34)CC2)C1 (configuration not stated) | -1 | -1 | 29

# (continued)
mol | 3CLpro inhibitor | Rv3671c protease | VHR inh abs
CC(C)(C)c1ccccc1NC(=O)c1c(O)c2cccc3c2n(c1=O)CC3 | -1 | 2 | 22
O=C1NN(c2ccc(Cl)c(Cl)c2)C(=O)/C1=C/c1cccc(OC(=O)c2cccs2)c1 | 7 | 14 | 17
O=C(NS(=O)(=O)c1ccccc1Cl)c1ccc[nH]1 | 2 | -4 | 36
COc1cc(OC)cc(C(=O)Nc2cccc(-c3ccc4nncn4n3)c2)c1 | 4 | -2 | 29
C=CCC(Nc1ccccc1)c1ccc(OC)c(OC)c1 (configuration not stated) | 2 | 7 | 5
CCn1c(SCC(=O)c2c(N)n(C)c(=O)n(C)c2=O)nnc1-c1ccccc1 | 8 | -6 | 14
COP(=O)(OC)C(O)C(Cl)(Cl)Cl (configuration not stated) | -4 | 7 | -7
O=[N+]([O-])c1cc(C(F)(F)F)ccc1N/N=C/c1cc2ccccc2nc1Cl | 0 | -2 | 13

# Looked up above:
# For VHR inh abs, O=C(NS(=O)(=O)c1ccccc1Cl)c1ccc[nH]1 reads 36
# For VHR inh abs, O=[N+]([O-])c1cc(C(F)(F)F)ccc1N/N=C/c1cc2ccccc2nc1Cl reads 13

# (more compounds)
mol | 3CLpro inhibitor | Rv3671c protease | VHR inh abs
CCN(CC)c1ccc(/C=C/c2nc3ccccc3s2)cc1 | 0 | 4 | 31
CCOC(=O)Cc1nc2ccccc2o1 | 6 | -2 | 48
ClCC1=Nc2cccc3cccc(c23)N1 | 3 | -5 | -4
CCCCCCn1c(=O)c(C(=O)Nc2nnc(C)s2)c(O)c2ccccc21 | 3 | -5 | 17
CCCNC(=O)c1[nH]c(C)c(C(=O)OCC)c1C | 3 | 1 | 13
Cc1ccc(CSCC(N)C(=O)O)cc1 (configuration not stated) | 2 | -9 | 22
Clc1cccc(Cl)c1NC1=NCCN1 | 5 | 2 | 21
CCC(C)n1c(-c2ccco2)nc2nc3ccccc3nc21 (configuration not stated) | -4 | -11 | 32

# (list continues)
mol | 3CLpro inhibitor | Rv3671c protease | VHR inh abs
COCc1cc(C)nc(OCC(=O)N/N=C/c2ccc(-c3cccc([N+](=O)[O-])c3)o2)c1C#N | -2 | 0 | 30
Cc1ccnc(N=Cc2c(O)ccc3oc4c(c23)CCCC4)c1 | 0 | 4 | -8
N#CCCN/N=C(/Cc1nc2ccccc2[nH]1)c1ccc(Cl)cc1 | 2 | 3 | 11
CNC(C)C#Cc1ccc2c(=O)c3c(OC)cccc3oc2c1 (configuration not stated) | 0 | 3 | 20
Cc1conc1NC(c1cccs1)c1ccc2cccnc2c1O (configuration not stated) | -5 | 11 | -5
COc1ccc(Nc2cc(C(=O)NCc3ccccn3)c3ccccc3n2)c(OC)c1 | 1 | 15 | 24
O=C1Nc2ccc(Br)cc2/C1=C/c1ccc(C(=O)O)cc1 | 2 | -5 | 16
CCN1CCN(CCCCSc2ccccc2)CC1 | -1 | 2 | 10

# Following part.
mol | 3CLpro inhibitor | Rv3671c protease | VHR inh abs
Cc1ccc(S(=O)(=O)NCc2ccc(C(=O)NCc3cccnc3)cc2)cc1 | 3 | -3 | 10
O=C(NC1CCCCC1)C(=S)NC1CCCCC1 | 4 | 3 | 26
COc1ccc(O[C@H]2C=C[C@@H](c3ccccc3)O[C@@H]2CO/N=C/C[C@@H]2C=C[C@H](OC(C)=O)[C@@H](COC(C)=O)O2)cc1 | 3 | -2 | -18
Cc1nc2c3ccccc3n(CCN3CCCCC3)c2s1 | -5 | -8 | -2
COc1ccc(C(OCC2CO2)c2ccc(OC)cc2)cc1 (configuration not stated) | -3 | -2 | 24
Cc1ccc(Cl)cc1Nc1nc(-c2sc(NC(=O)c3ccccc3)nc2C)cs1 | 5 | -24 | 8
O=C(CNc1cc(S(=O)(=O)N2CCCC2)ccc1OCC(F)(F)F)Nc1cc(Cl)cc(Cl)c1 | -1 | -8 | 26
CC(=O)OCC(CCn1cnc2cnc(N)nc21)COC(C)=O | 1 | 6 | 3

# Three entries picked at random from those above, as already listed:
mol | 3CLpro inhibitor | Rv3671c protease | VHR inh abs
Cc1nc2c3ccccc3n(CCN3CCCCC3)c2s1 | -5 | -8 | -2
O=C(NC1CCCCC1)C(=S)NC1CCCCC1 | 4 | 3 | 26
Cc1ccc(Cl)cc1Nc1nc(-c2sc(NC(=O)c3ccccc3)nc2C)cs1 | 5 | -24 | 8

# The list continues.
mol | 3CLpro inhibitor | Rv3671c protease | VHR inh abs
CC(C)N1CC=C2C(C#N)=C(N)C(C#N)(C#N)[C@H](c3ccoc3)[C@H]2C1 | -3 | -25 | 17
O=C(Nc1ccccc1-c1ccccc1)C(=O)Nc1ccccc1-c1ccccc1 | -4 | -9 | 19
CCOC(=O)N1CCN(C(=O)CCn2c(=S)[nH]c3cc(OCC)c(OCC)cc3c2=O)CC1 | 2 | 11 | 19
COc1ccc(C2C=C(c3ccc(Br)s3)Nc3ncnn32)cc1OC (configuration not stated) | 0 | -14 | 10
CCCOc1ccc(C2C(C(=O)c3ccco3)=C(O)C(=O)N2CCN2CCOCC2)cc1OC (configuration not stated) | 0 | -3 | 23
CCn1c(SCC(=O)NCc2ccco2)nnc1-c1ccncc1 | -3 | 1 | 41
C/C(=N\Nc1ccc([N+](=O)[O-])cc1[N+](=O)[O-])c1cc2c(ccc3ccccc32)oc1=O | 4 | 1 | 17
